Tb PGK inh – T. brucei PGK inhibition. P07378. PGK/GAPDH coupled, Kinase-Glo luminescence, 60 min. Potency, µM (series often up to 57.5 µM), for the others: at the top dose activity change, negative = inhibition, most hits filed as inhibitors. hit rate 0.043% among 380,000. AID 602233; further: on the % scale 0 is the no-effect control and ±100 the full control effect; nearly all actives have a fitted effect of over 60% in size
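Luminescent ATP detection (Kinase-Glo Plus) follows a 60-minute room-temperature incubation, with wells lacking PGK as controls. Buffer: 100 mM TEA (pH 7.6), 5 mM MgCl2, 0.01% Tween-20. Coupling enzyme GAPDH (100 nM final) supplies unstable 1,3-BPG in-well.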
GLS inhibitor – inhibitors of human glutaminase (GLS) | GLS enzymatic activity, qHTS titration | hit rate 0.21% among 410,000 | Potency, µM (top dose mostly 45.5 µM), without a hit: at the highest dose activity change, negative = inhibition, actives largely listed as inhibitors | O94925; further: on the % scale 0 is the no-effect control and ±100 the full control effect
Target sequence (O94925 whole entry, looked up): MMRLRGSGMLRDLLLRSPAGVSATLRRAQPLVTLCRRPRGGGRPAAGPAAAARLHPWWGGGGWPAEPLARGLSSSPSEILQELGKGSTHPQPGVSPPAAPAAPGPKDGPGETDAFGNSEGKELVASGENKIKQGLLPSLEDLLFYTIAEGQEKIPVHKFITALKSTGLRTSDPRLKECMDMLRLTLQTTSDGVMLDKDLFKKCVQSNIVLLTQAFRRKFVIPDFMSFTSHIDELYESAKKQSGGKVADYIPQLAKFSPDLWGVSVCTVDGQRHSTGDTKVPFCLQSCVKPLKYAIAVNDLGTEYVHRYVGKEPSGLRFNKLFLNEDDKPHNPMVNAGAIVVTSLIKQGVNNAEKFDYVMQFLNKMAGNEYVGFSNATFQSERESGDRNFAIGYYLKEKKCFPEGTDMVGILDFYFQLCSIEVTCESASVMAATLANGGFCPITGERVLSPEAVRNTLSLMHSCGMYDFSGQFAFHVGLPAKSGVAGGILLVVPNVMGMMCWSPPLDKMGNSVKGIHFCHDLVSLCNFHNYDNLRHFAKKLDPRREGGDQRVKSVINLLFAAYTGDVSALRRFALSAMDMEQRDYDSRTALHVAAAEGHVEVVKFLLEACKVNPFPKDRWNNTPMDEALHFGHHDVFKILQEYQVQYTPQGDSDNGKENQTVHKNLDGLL
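Read-out is an Amplex red fluorescence increase coupled through glutamate oxidase and HRP, measured before and after 30 min room-temperature incubation. hKGA is in 45 mM KH2PO4 (pH 8.2) with 0.02% Tween-20; glutamine added as 1mM solution.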
12-LOX inh – ALOX12 (human) lipoxygenase inhibition; P18054; purified 12hLO, xylenol orange hydroperoxide absorbance; Potency, µM (series often up to 108 µM), without a hit: top-dose activity change, negative = inhibition, usual class: inhibitors; hit rate 1.1% among 580,000; further: on the % scale 0 is the no-effect control and ±100 the full control effect
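Purified human 12hLO (150 nM final) in 25 mM Hepes, 0.01% Triton X-100, pH 7.0 was preincubated 15 min at room temperature with compound. Then 40 uM arachidonic acid was added, 30 min. Hydroperoxide was read by Fe-XO absorbance ratio 573/405 nm.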
HP1b chromo inh – blocks HP1-beta chromodomain binding to methylated histone tails; P83916; AlphaScreen HP1-beta / biotin-H3K9me3 peptide binding; Potency, µM (top dose mostly 114 µM), for the others: at the top dose activity change, negative = inhibition, most hits filed as inhibitors; hit rate 0.56% among 390,000; further: nearly all actives have a fitted effect of over 70% in size; inactives centre near 23
Target sequence (P83916 whole entry, looked up): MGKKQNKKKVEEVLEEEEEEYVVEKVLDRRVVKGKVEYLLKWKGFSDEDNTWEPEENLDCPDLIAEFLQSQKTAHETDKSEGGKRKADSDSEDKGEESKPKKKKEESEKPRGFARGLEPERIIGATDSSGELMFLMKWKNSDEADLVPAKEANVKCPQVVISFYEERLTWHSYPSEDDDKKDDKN
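HP1-beta protein (50 nM final) preincubated 30 min at room temperature with biotinylated H3(1-18)K9me3 peptide (50 nM) in PBS pH 7.4, 0.01% Tween-20, then compound added for 30 min. AlphaScreen streptavidin donor/nickel chelate acceptor beads (10 ug/mL final), 30 min dark, luminescence read.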
RGS4 inh – inhibitors of human regulator of G protein signaling 4. Potency, µM (highest dose often 114 µM), for inactives: top-dose activity change, negative = inhibition, hits mostly inhibitors. hit rate 0.039% among 390,000. Transcreener GDP fluorescence polarization, RGS4-accelerated GTP hydrolysis. P49798; further: on the % scale 0 is the no-effect control and ±100 the full control effect; nearly all actives have a fitted effect of over 75% in size; some results filed as inactive show a strong effect at the top dose
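MLSMR compounds (23 nl, pin-transferred) preincubated 10 min at room temperature with a 500nM (2x) first reagent, then RGS4 at 900nM (2x) plus Transcreener GDP mix added; fluorescence polarization (620/688 nm) read before and after 90 min at 30 °C.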
Pin1 inhibitor – human Pin1 inhibition | Q13526 | Pin1 FP peptide displacement, HiFluor488, 10 min | Potency, µM (doses to about 115 µM), inactives show at the highest dose activity, negative = inhibition, actives largely listed as inhibitors | hit rate 0.009% among 390,000 | AID 504891; active means well fitted inhibition curve with a large enough effect in the polarisation, with a control signal flat, not every such curve was filed as active; inconclusive means small, poorly fitted or top-dose-only effect, or effect the other way, or a change in a side signal; inactive means no such curve, though single readings can be large or run the other way; the % refers to the polarisation; further: on the % scale 0 is the no-effect control and ±100 the full control effect
TrxR1 inh – blocks rat thioredoxin reductase 1 | hit rate 1% among 390,000 | Potency, µM (highest dose often 114 µM), inactives show at the highest dose activity change, negative = inhibition, hits mostly inhibitors | AID 588453 | recombinant rTrxR1, NADPH fluorescence consumption, selenite substrate | O89049; further: on the % scale 0 is the no-effect control and ±100 the full control effect; nearly all actives have a fitted effect of over 65% in size
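Rat TrxR1 (90 nM in the dispensed reagent) was pre-reduced with 400 uM NADPH for 5 min at room temperature, then incubated with compound for 15 min. After 400 uM selenite was added, NADPH fluorescence (Ex 340/Em 450 nm) was followed for 8 min.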
JMJD2A Tudor inh – blocks the human JMJD2A Tudor domain | O75164 | AlphaScreen JMJD2A-Tudor / H3K4me3 peptide binding | Potency, µM (top dose mostly 114 µM), without a hit: at the highest dose activity change, negative = inhibition, hits mostly inhibitors | hit rate 4.4% among 390,000; further: on the % scale 0 is the no-effect control and ±100 the full control effect; nearly all actives have a fitted effect of over 50% in size
ERG-DNA inh – ERG Ets/DNA interaction inhibition | P11308 | fluorescence polarization, His-ERG Ets domain / labelled DNA | Potency, µM (highest dose often 76.9 µM), for the others: at the top dose FP activity, negative = inhibition, actives largely listed as inhibitors | hit rate 0.028% among 370,000; active means well fitted inhibition curve with a large enough effect in the polarisation, with a control signal flat; inconclusive means small, poorly fitted or top-dose-only effect, or effect the other way, or a change in a side signal; inactive means no such curve, though single readings can be large or run the other way; the % refers to the polarisation;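 further: polarization taken with two DNA probes labelled with fluorescein and Texas red; % of control where 0% means no effect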
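His-tagged ERG Ets domain (1 uM in the protein solution; 300mM KCl, 50mM Tris-HCl, 1mM EDTA, 1mM DTT, pH 7.5) received compound, then a probe mix of 5 nM fluorescein-DNA and 100nM Texas-615-DNA. Fluorescence polarization was read for both dyes.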
* marks the source's active call; other numbers are inactive results; i = inactive; ? = inconclusive; . = not tested or not shown; & = joins results of further samples; [ ] = another dose, or the depositor's remark. Unless noted, the call rests on the fitted dose curve; in most records, active means well fitted curve in the direction sought with a large enough effect; inconclusive means small, poorly fitted or top-dose-only effect, or another doubt; inactive means no such curve, though single readings can be large; an effect the other way counts as inactive or inconclusive. Potency means the concentration at half of the fitted maximal effect. An excerpt, so the mix of outcomes need not match the whole.

| Tb PGK inh | GLS inhibitor | 12-LOX inh | HP1b chromo inh | RGS4 inh | Pin1 inhibitor | TrxR1 inh | JMJD2A Tudor inh | ERG-DNA inh | compound |
| --- | --- | --- | --- | --- | --- | --- | --- | --- | --- |
| -12% | 11% | -20% | 3% | -48% | -9% | -11% | 8.9µM* | 12% | O=C(OCC(=O)c1ccccc1Br)c1ccccn1 |
| 2% | 2% | -21% | 21% | 6% | 4% | -10% | -19% | 3% | Cc1cc(OCC(=O)N[C@@H](Cc2c[nH]c3ccccc23)C(=O)O)c2c(C)c(C)c(=O)oc2c1 |
| -3% | -11% | 0% | 34% | 33% | -1% | 6% | -13% | -19% | Cc1cccc2cc(CN(Cc3ccc(F)cc3)C(=O)N(C)C)c3nnnn3c12 |
| 6% | -7% | -16% | 50%[activator] | -9% | -4% | 15%[57.1 µM] | -2% | 2% | Cc1ccc(C(=O)N(CC(=O)NC2CCCC2)c2ccccc2Cl)s1 |
| i | -3% | 8% | 49%[activator] | 1% | -18% | 20% | -8% | 3% | CC1CN(C(=O)c2cc(S(=O)(=O)N(C)c3ccc(F)cc3)ccc2Cl)CC(C)O1 (stereo unspecified) |
| 0% | -19% | -14% | 20% | ? | 53%[activator] | -10% | -18% | 0% | N#Cc1ccc(N2Cc3ccccc3/C2=N/C(=O)Nc2ccc(Cl)cc2)cc1 |
| -1% | -6% | 15% | -2% | -49% | 3% | 19% | ? | 5% | COc1cc2cc(NC(C)=O)cc(NCc3ccccc3)c2cc1OC |
| -2% | 3% | -10% | 41%[activator] | 2% | -4% | 28% | -3% | -3% | CCC(C(=O)Nc1ccccc1OC)n1nc(C)c2sc3ccccc3c2c1=O (stereo unspecified) |
| -8% | -5%&8% | 3%[57.4 µM] | 25%&35% | 2%&-12% | -1%&-10% | 6%[57.1 µM] | -3%&-14% | -4%&14% | COc1ccc(-c2noc(N3CCC(C(=O)Nc4ccc(OC)c(OC)c4)CC3)n2)cc1 |
| -1% | -8% | ? | 8% | 11% | -1% | -14% | -27% | -11% | NS(=O)(=O)c1ccc(CCNCc2cc(Br)ccc2OCc2ccccc2)cc1 |

Exported with values under each structure: entries from further up.
Every second line gives: Tb PGK inh	GLS inhibitor	12-LOX inh	HP1b chromo inh	RGS4 inh	Pin1 inhibitor	TrxR1 inh	JMJD2A Tudor inh	ERG-DNA inh
CCC(C(=O)Nc1ccccc1OC)n1nc(C)c2sc3ccccc3c2c1=O (stereo unspecified)
 : -2%	3%	-10%	41%[activator]	2%	-4%	28%	-3%	-3%
COc1ccc(-c2noc(N3CCC(C(=O)Nc4ccc(OC)c(OC)c4)CC3)n2)cc1
 : -8%	-5%&8%	3%[57.4 µM]	25%&35%	2%&-12%	-1%&-10%	6%[57.1 µM]	-3%&-14%	-4%&14%
Cc1cc(OCC(=O)N[C@@H](Cc2c[nH]c3ccccc23)C(=O)O)c2c(C)c(C)c(=O)oc2c1
 : 2%	2%	-21%	21%	6%	4%	-10%	-19%	3%
CC1CN(C(=O)c2cc(S(=O)(=O)N(C)c3ccc(F)cc3)ccc2Cl)CC(C)O1 (stereo unspecified)
 : i	-3%	8%	49%[activator]	1%	-18%	20%	-8%	3%
N#Cc1ccc(N2Cc3ccccc3/C2=N/C(=O)Nc2ccc(Cl)cc2)cc1
 : 0%	-19%	-14%	20%	?	53%[activator]	-10%	-18%	0%
O=C(OCC(=O)c1ccccc1Br)c1ccccn1
 : -12%	11%	-20%	3%	-48%	-9%	-11%	8.9µM*	12%

Next compounds follow.
| Tb PGK inh | GLS inhibitor | 12-LOX inh | HP1b chromo inh | RGS4 inh | Pin1 inhibitor | TrxR1 inh | JMJD2A Tudor inh | ERG-DNA inh | compound |
| --- | --- | --- | --- | --- | --- | --- | --- | --- | --- |
| 3% | ? | ? | ? | 10% | 1% | 9% | 79µM* | . | O=C(C1COc2ccccc2O1)N1CCc2ccccc21 (stereo unspecified) |
| i | -3% | -12% | 28% | -30% | 0% | -12% | 2% | -16% | O=C(NC(=S)NCc1cccnc1)c1ccccc1[N+](=O)[O-] |
| 2% | 13µM* | -5% | -8% | -6% | 9% | -10%[57.1 µM] | -24% | 0% | Cc1[nH][nH]c(=O)c1C(c1ccc(O)c(Br)c1)c1c(C)[nH][nH]c1=O |
| -1% | 0% | -7% | 16% | -8% | 5% | 3% | -16% | -7% | CC(C)C1N(S(=O)(=O)c2ccccc2)CCN1S(=O)(=O)c1ccccc1 |
| 8% | 2% | 167%[activator] | 32% | -3% | 8% | 28% | -8% | 0% | Cc1cc(Br)ccc1NC(=O)CNC(=O)CSc1nccn1C |
| 3% | 25% | ? | 12% | 10% | 4% | -8%[57.1 µM] | ? | 0% | C[C@H]1CN([C@@H](C)CO)C(=O)Cc2cc(NS(C)(=O)=O)ccc2O[C@@H]1CN(C)Cc1ccc(Cl)c(Cl)c1 |
| -3% | 5% | 17% | 42% | -37% | -2% | 4%[57.1 µM] | -15% | -3% | Cc1cc(F)ccc1NS(=O)(=O)c1cccc2nsnc12 |
| 2% | -11% | ? | 26% | -13% | -1% | 10% | -14% | 2% | Cc1oc(-c2ccc(C(=O)Nc3cccc(C(F)(F)F)c3)cc2)nc1CSc1ccccc1 |
| 1% | -25% | 0% | 36% | 2% | -2% | 14%[57.1 µM] | 0% | 7% | O=C(Nc1ccccc1-c1ccccc1)c1ccc(=O)[nH]n1 |
| -6% | 4% | ? | -14% | 4% | 1% | -26% | ? | -15% | CN(C)CCN(C)Cc1ccccc1Sc1cccc2ccccc12 |
| 7% | 21% | 6% | -1% | 8% | 2% | -3% | -21% | -1% | Cc1cccc(N2CCN(C(=O)CCCn3c(=O)[nH]c4ccsc4c3=O)CC2C)c1 (stereo unspecified) |
| -5% | 13% | 1%&-10% | 8% | 17% | 0% | 15% | -1% | 1% | Cc1ccccc1CN1C2=NCCCN2c2ccccc21 |
| -6% | 1% | -2% | 31% | 10% | -1% | 8%[57.1 µM] | -1% | 0% | CC1CCCC(NC(=O)COC(=O)Cc2ccc(Br)cc2)C1C (stereo unspecified) |
| i | -1% | ? | 13% | 10% | 21% | 2% | -13% | 2% | COc1cc(NC(=O)COCc2cc(-c3ccc4c(c3)OCO4)on2)cc(OC)c1 |
| -3% | -4% | 2% | 45%[activator] | -7% | -3% | -20%[57.1 µM] | -6% | 0% | O=C(Nc1ccc(Cl)cc1C(=O)N1CCOCC1)c1ccco1 |
| 0% | 4% | -7% | 33% | 22% | -3% | 15%[57.1 µM] | -18% | -3% | C[C@H]1COC(=O)[C@H](CC(=O)OC(C)(C)C)C/C=C\C[C@@H](CC(=O)N[C@H](CO)Cc2ccccc2)C(=O)N1 |

Compound activity (PubChem)
